LYP inh 2 – blocks human PTPN22 phosphatase activity; 96,000 tested, 0.21% active; inhibition, % at 2 µM; recombinant LYP catalytic domain, DiFMUP fluorescence;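 active means inhibition at 2 µM at or above a set limit, the screen mean plus 3 SD, cut at about 24% in these data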;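 further: 0% = DMSO with enzyme and 100% = enzyme fully blocked by orthovanadate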
HUVEC tox TNFa – toxic to HUVEC cells under TNF alpha stimulation. HUVEC TNFalpha-stimulated, Hoechst cell count, imaging. cell count reduction, % at 2 µM. 93,000 tested, 0.17% active. AID 848;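 active means cell count reduction exceeding the screen mean by over 5 SD, scaled to untreated wells per plate, cut at about 78% in these data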;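 further: cells counted after 24 h of TNF alpha exposure following the 1 h pretreatment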
F-actin modifier – cytoskeleton assembly modification | HUVEC TNFa F-actin phalloidin imaging, high content | inhibition, % at 2 µM | 91,000 tested, 0.18% active;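 active means inhibition above the batch mean plus 3 SD and confirmed as a hit by visual image inspection, cut at about 30% in these data, passing the limit was not always enough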; further: strong numbers were not always called active
FAK inh – blocks human focal adhesion kinase activity | Q05397 | biochemical FAK kinase activity assay | inhibition, %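 (tested at 7 µM)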 | 97,000 tested, 0.84% active; in the data active means inhibition above about 19%;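 further: 0% = DMSO and 100% = reference compound high control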
PTPN22 act – LYP (human) phosphatase activation | recombinant LYP, DiFMUP fluorescence; 0 = plate median, 100 = signal doubled | AID 697 | activation, % at 2 µM | 96,000 tested, 0.11% active;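 active means activation at 2 µM above a set limit, the mean plus 5 SD, cut at about 37% in these data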
Pyk2 oligo antag – antagonists of human Pyk2 oligomerization; Q293 cells, Pyk2 FERM NanoBiT luminescence; active compounds read low; z-score (the deposit names both 25 µM and 10 µM); 99,000 tested, 0.83% active; AID 1347419;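 active means Z-score of -3 or lower, scaled per plate to the spread of control and sample wells; inactive means z-score above -3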;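 further: negative z-score means lost luminescence so less FERM oligomerization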
HUVEC tox IL1B – HUVEC cytotoxicity counter-screen, IL-1B stimulated; HUVEC cell count loss, Hoechst imaging; cell count reduction, % at 2 µM; 94,000 tested, 0.41% active;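 active means cell count reduction more than 3 SD above the screen-wide mean, cut at about 70% in these data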;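 further: normalized per plate to untreated control cells as the no-loss baseline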
VCAM1 TNFa inh – reduces TNF alpha induced VCAM1 expression in HUVEC; HUVEC TNFa-induced VCAM-1 immunofluorescence, high-content imaging; inhibition, % at 2 µM; 95,000 tested, 0.48% active; AID 802;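 active means inhibition above the batch mean plus 3 SD, with images confirmed as a hit by eye, cut at about 37% in these data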;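 further: 0% = TNF-stimulated DMSO wells and 100% = unstimulated control wells; not every result past the cut was called active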
ERa SRC1 inh – blocks coactivator binding to human estrogen receptor alpha; inhibition, % at 25.6 µM; P03372; TR-FRET ER-alpha LBD / SRC-1 peptide, estradiol-bound; 86,000 tested, 1.7% active; in the data active means inhibition above about 50%;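 further: 0% = receptor plus peptide control and 100% = peptide only without receptor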
Target sequence (P03372 whole entry, looked up, the tested form may be a part): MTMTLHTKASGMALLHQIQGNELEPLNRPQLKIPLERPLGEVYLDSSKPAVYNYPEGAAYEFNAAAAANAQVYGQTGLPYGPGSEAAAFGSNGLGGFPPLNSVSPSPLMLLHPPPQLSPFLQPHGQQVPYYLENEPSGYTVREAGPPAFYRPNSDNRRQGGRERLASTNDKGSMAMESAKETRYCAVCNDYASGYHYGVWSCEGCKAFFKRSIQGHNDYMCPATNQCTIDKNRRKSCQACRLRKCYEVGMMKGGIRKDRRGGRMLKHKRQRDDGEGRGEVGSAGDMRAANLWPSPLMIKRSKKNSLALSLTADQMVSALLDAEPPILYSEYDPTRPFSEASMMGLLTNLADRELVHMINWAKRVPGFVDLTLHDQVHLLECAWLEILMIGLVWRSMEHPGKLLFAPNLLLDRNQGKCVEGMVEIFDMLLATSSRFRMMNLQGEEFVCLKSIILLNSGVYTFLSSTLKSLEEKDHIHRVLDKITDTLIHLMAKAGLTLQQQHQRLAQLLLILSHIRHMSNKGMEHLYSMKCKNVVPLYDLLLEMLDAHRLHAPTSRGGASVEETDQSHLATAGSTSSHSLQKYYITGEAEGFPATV
* marks the source's active call; other numbers are inactive results; x = no result given; & = joins results of further samples; [ ] = remark or other dose. Outcome played no part in choosing rows; any-hit rate near 3.8%.

Structure	LYP inh 2	HUVEC tox TNFa	F-actin modifier	FAK inh	PTPN22 act	Pyk2 oligo antag	HUVEC tox IL1B	VCAM1 TNFa inh	ERa SRC1 inh
Cc1ccc(S(=O)(=O)Cn2nnnc2C(CC(C)C)N2CCN(c3ccccc3)CC2)cc1 (configuration not stated)	1	-7	-5	2	-3	0.06	-29	3	-8
COc1ccc(Oc2nccc(-c3ccc(F)cc3)c2C#N)cc1	6	-3	19	1	-3	-0.82	7	-10	x
CCc1ccc2nc(SCC(=O)N3CC(=O)Nc4ccccc43)c(C#N)cc2c1	1	51	10	0	-1	-3.4*	33	38	5
Cc1cc(NS(=O)(=O)c2ccc(NC(=O)c3ccco3)cc2)nc(C)n1	2	15	-10	-2	-2	0.87	14	0	5
Cn1c2c(c(=O)n(C)c1=O)CN(Cc1ccc(F)cc1)CN2	6	-25	12	-1	-8	-0.42	-4	-11	x
CCn1nccc1C(=O)Nc1ccc(Cl)c(Cl)c1	0	-18	-1	3	1	-0.17	-8	2	-8
CC(=NC1CCN(Cc2ccccc2)CC1)c1c(O)[nH]c(=O)[nH]c1=O	0	-15	8	0	4	0.33	-9	1	-5
CCCS(=O)(=O)c1snnc1C	4	-3	-19	-2	-4	0.26	23	13	-4
Cc1nc(SC2C=CS(=O)(=O)C2)n[nH]1 (configuration not stated)	-4	-11	3	1	5	0.1	-60	5	-1
COC(=O)c1cnn(-c2cc(Oc3ccccc3)ncn2)c1N	10	-16	38	4	-5	1.4	x	22	x
CC(C)OC(=O)c1cccc(NC(=O)c2ccccc2)c1	4	-27	5	2	-7	-0.48	-6	-9	6
O=C(Nc1ccc(F)c(F)c1)c1ccc(F)c(S(=O)(=O)N2CCOCC2)c1	-7	-10	-9	-5	6	x	-5	3	4[fluorescence artefact?]

Some of these compounds in order of their number in ERa SRC1 inh, smallest number first:
compound	ERa SRC1 inh
CCn1nccc1C(=O)Nc1ccc(Cl)c(Cl)c1	-8
CC(=NC1CCN(Cc2ccccc2)CC1)c1c(O)[nH]c(=O)[nH]c1=O	-5
CC(C)OC(=O)c1cccc(NC(=O)c2ccccc2)c1	6

Additional entries:
Structure	LYP inh 2	HUVEC tox TNFa	F-actin modifier	FAK inh	PTPN22 act	Pyk2 oligo antag	HUVEC tox IL1B	VCAM1 TNFa inh	ERa SRC1 inh
O=C(OCCN1CCOCC1)c1cccnc1	1&8	-46&-2	21&-41	7&-2	-3&-8	0.7&0.01	-1&-10	-18&7	-23&-7
COc1cccc(CNC(=O)C2CCCN(c3nc4ccccc4o3)C2)c1 (configuration not stated)	-19	-4	0	-1	15	-0.02	-6	-12	9[fluorescence artefact?]
Clc1ccc2ncc(-c3nnnn3-c3ccccc3)c(-c3ccccc3)c2c1	2	-2	-34	-1	3	-0.87	x	-2	x
O=C1Cc2ccccc2C(c2ccc(Br)cc2)N1 (configuration not stated)	-11	-14	9	1	12	-0.59	1	0	-3
O=[N+]([O-])c1cccc(C(=Nc2cccc(Cl)c2)NO)c1	-2	14	-22	-1	5	-1.4	-32	8	x
O=C(COC(=O)c1cccnc1)c1ccc(Cl)cc1	4	x	x	-6	-4	-0.18	x	x	10[fluorescence artefact?]
O=C(O)c1cccc(N2CCCCS2(=O)=O)c1	-9	-21	-1	-5	8	0.43	17	-3	3[fluorescence artefact?]
COc1cc(C(C[N+](=O)[O-])c2c(C)[nH]c3ccccc23)cc(OC)c1OC (configuration not stated)	10	-18	44	-11	-8	-1.3	-25	3	x
COc1ccc2cc(CN(Cc3ccco3)C(c3nnnn3C3CCCCC3)C(C)C)c(=O)[nH]c2c1 (configuration not stated)	26*	x	x	-3	-23	-0.5	-7	x	10[fluorescence artefact?]
COc1ccccc1Cn1c(=O)c2ccccc2n2c(Sc3ncnc4sccc34)nnc12	-1	9	-6	-7	-2	-2.1	-17	2	0[fluorescence artefact?]
CCN(CC)c1ccc(/C=N/N2CCN(Cc3ccc(C)cc3)CC2)c(O)c1	7	-11	3	3	-4	0.23	-12	21	x
O=C(NCc1ccc(Cl)cc1)c1cnn2ccccc12	-6	-42	15	-7	3	x	8	17	2
CCOC(=O)c1ccc(NC(=O)CC2COc3ccccc3O2)cc1 (configuration not stated)	-1	-17	-8	0	0	0.87	-46	14	-10
CCOC(=O)c1ccc2ncc(C(=O)OCC)c(NCc3ccco3)c2c1	9	-8	42	23*	-8	0.46	2	-14	-3
COc1ccc(OCC(=O)N2CCN(S(=O)(=O)c3ccc(Cl)cc3)CC2)cc1	6	55	-14	-1	-4	0.1	7	27	1
CCn1cc([N+](=O)[O-])c(C(=O)Nc2nc(-c3ccc(C)c(C)c3)c(C)s2)n1	7	-1	10	0	-3	0.65	-4	-1	x
c1ccc(CNc2ccc(CNc3ncn[nH]3)cc2)cc1	16	3	0	8	-11	0.88	10	2	-5
O=S(=O)(Cc1ccccc1Cl)N1CCCCC1	-9	-9	-11	-3	8	-0.09	-8	11	-1
CSc1nc(C)c(CCOC(=O)c2cccc(C)c2)c(=O)[nH]1	16	-5	2	3	-13	0.24	-16	-7	x
CCOC(=O)C1=C(C)Nc2ccc(C)cc2S1	2	-8	4	-2	2	0.24	-4	22	-12
CCC(=O)Nc1nc(CC(=O)Nc2ccccc2)cs1	-2	-28	11	-1	2	0.2	-58	-14	2[fluorescence artefact?]
c1ccc(-c2cnc(SCCN3CCOCC3)n2CC2CCCO2)cc1 (configuration not stated)	0	-27	0	2	-1	0.8	-24	-4	-14[fluorescence artefact?]
C=CCNc1nnc(SC2CC(=O)N(c3ccc(OCCC)cc3)C2=O)s1 (configuration not stated)	4	-31	15	1	-7	0.9	-3	-11	1[fluorescence artefact?]
CCOC(=O)N1CCC(c2cc(=O)n3[nH]c(C)c(-c4ccc(F)cc4)c3n2)CC1	-1	33	0	9	0	x	31	-18	-6

Full records from above. Values in the order: LYP inh 2 | HUVEC tox TNFa | F-actin modifier | FAK inh | PTPN22 act | Pyk2 oligo antag | HUVEC tox IL1B | VCAM1 TNFa inh | ERa SRC1 inh
C=CCNc1nnc(SC2CC(=O)N(c3ccc(OCCC)cc3)C2=O)s1 (configuration not stated) reads 4 | -31 | 15 | 1 | -7 | 0.9 | -3 | -11 | 1[fluorescence artefact?]
CCOC(=O)C1=C(C)Nc2ccc(C)cc2S1 reads 2 | -8 | 4 | -2 | 2 | 0.24 | -4 | 22 | -12
Cc1cc(NS(=O)(=O)c2ccc(NC(=O)c3ccco3)cc2)nc(C)n1 reads 2 | 15 | -10 | -2 | -2 | 0.87 | 14 | 0 | 5
O=C(OCCN1CCOCC1)c1cccnc1 reads 1&8 | -46&-2 | 21&-41 | 7&-2 | -3&-8 | 0.7&0.01 | -1&-10 | -18&7 | -23&-7
CCCS(=O)(=O)c1snnc1C reads 4 | -3 | -19 | -2 | -4 | 0.26 | 23 | 13 | -4

(next part)
Structure	LYP inh 2	HUVEC tox TNFa	F-actin modifier	FAK inh	PTPN22 act	Pyk2 oligo antag	HUVEC tox IL1B	VCAM1 TNFa inh	ERa SRC1 inh
Cn1cccc1Cc1nnc(SCC(=O)NCCc2ccccc2)n1-c1ccc(F)cc1	-4	-28	0	-3	1	x	12	14	-10
COc1cccc(-n2c(CNc3ccc(F)cc3)nnc2SCC(N)=O)c1	12	-22	12	2	-8	-0.91	-13	5	0
C=CCNc1nc2ccccc2nc1NS(=O)(=O)c1cccs1	-2	-14	-4	-5	0	0.72	-9	8	1
Clc1ccc2nc(CN3CCCc4ccccc43)cn2c1	2	-53	19	5	-1	0.41	-5	-17	10
CS(=O)(=O)c1ccc(N2CCN(C3CC(=O)NC3=O)CC2)cc1 (configuration not stated)	-6	8	8	-2	6	1.6	-27	4	0
CCC(C)Sc1nc2c(cnn2-c2ccc(C)c(C)c2)c(=O)[nH]1 (configuration not stated)	2	51	10	3	-4	x	11	11	x
CC1=C/C(=N\OC(=O)/C=C/c2ccccc2)C(C)=CC1=O	6	-40	8	-2	-6	1.9	-3	-14	x
O=C(CN1CCN(C2CCCCC2)CC1)c1c[nH]c2ccccc12	-5	2	-9	-1	2	0.69	-6	19	-15
O=C(Nc1ncc(Cc2cccc(Cl)c2)s1)C1=NCCN1	18	-5	0	-4	-16	-0.09	-47	13	x
Cn1c(=O)c2c(n(C)c1=O)=NC1(CCCCC1)N=2	-2	-12	0	0	2	1.3	-4	4	-8
O=C(NCCc1ccccc1)C(=O)NC1CCCCC1	-4	10	x	-3	0	0.33	18	4	-9
c1ccc(-n2ncc3c2ncn2cnnc32)cc1	0	-28	10	-1	3	0.05	-10	-18	3
Cc1cccc2cc(CN(CC3CCCO3)C(=O)NC3CCCCC3)c(=O)[nH]c12 (configuration not stated)	-11	8	2	-3	11	-0.81	0	19	-4
CCCC(=O)Nc1nnc(-c2ccco2)s1	-8	-3	11	-9	6	0.73	-12	4	9[fluorescence artefact?]
COc1ccccc1NC(=O)CN1CCCCC1	-5	-12	33	-3	4	0.25	-15	-1	-6
O=C(NNS(=O)(=O)c1ccccc1)c1ccncc1	-16	-16	-7	-1	13	-0.71	9	-6	x
CCCCn1c(O)c(C=NCCCN(C)C)c(=O)[nH]c1=O	-3	-17	-17	-1	2	0.24	-12	2	-11
CC(C)C(c1nnnn1Cc1ccc(F)cc1)N1CCSCC1 (configuration not stated)	8	-29	7	-1	-8	-0.04	-13	16	-1
Cc1onc(-c2ccccc2Cl)c1C(=O)N1C=CC(C(F)(F)F)=NCC1	4	-19	-3	-2	3	0.51	-27	1	x
O=[N+]([O-])c1cccc(-c2nc(-c3ccncc3)no2)c1	-1	-10	9	-1	4	-0.22	-54	19	x
O=C(O)c1ccc(Sc2nnnn2-c2ccccc2)c([N+](=O)[O-])c1	0	-6	9	-8	4	0.22	-3	4	x
COc1ccccc1N1CCN(/N=C/C=C\c2ccco2)CC1	-1	-22	-19	-2	4	-0.36	-15	10	-4
Cc1ccc(CN2CCCNC2=O)cc1	-4	-22	14	-1	7	0.81	-14	-4	-4
CCOc1ccc2ccccc2c1C(=O)N1CCN(c2ccccc2)CC1	-4	4	-14	1	1	-0.66	-8	10	-2

2 records drawn at random from those above, as already listed:
Structure	LYP inh 2	HUVEC tox TNFa	F-actin modifier	FAK inh	PTPN22 act	Pyk2 oligo antag	HUVEC tox IL1B	VCAM1 TNFa inh	ERa SRC1 inh
COc1ccccc1N1CCN(/N=C/C=C\c2ccco2)CC1	-1	-22	-19	-2	4	-0.36	-15	10	-4
CCCC(=O)Nc1nnc(-c2ccco2)s1	-8	-3	11	-9	6	0.73	-12	4	9[fluorescence artefact?]

(list continues)
Structure	LYP inh 2	HUVEC tox TNFa	F-actin modifier	FAK inh	PTPN22 act	Pyk2 oligo antag	HUVEC tox IL1B	VCAM1 TNFa inh	ERa SRC1 inh
Cc1c(NC(=O)c2ccc(F)cc2)c(=O)n(-c2ccccc2)n1C	-8	-21	0	4	6	x	-1	10	-4[fluorescence artefact?]
CCC(CC)C(=O)Nc1cccc(C(=O)N2CCCCCC2)c1	-4	-30	17	2	4	1.3	-9	-10	-4
Cc1ccc2cccc(OC(=O)c3ccc4c(c3)OCCO4)c2n1	-10	-5	-23	-1	8	2.4	-36	3	-2
CCN(CC)C(=O)c1ccc(C(=O)c2c(C)cc(C)cc2C)cc1	5	-7	-10	-1	-2	-0.37	12	5	-7
CC(=O)/C(C#N)=C1\NC(=O)C(Cc2ccccc2Cl)S1 (configuration not stated)	-15	x	x	-4	13	-0.53	-8	x	-4
CC(C)C(=O)N1CCN(c2nc(-c3ccccc3)c3c(c2C#N)CC(C)(C)OC3)CC1	-8	26	17	-10	6	-0.41	-2	37*	0
